NCI-60 one-dose screen, 48 h, at 10 µM unless noted. Numbers give growth in % (100 = growth as untreated, 0 = no growth, -100 = all killed).
HL-60(TB): HL-60(TB) leukemia cells; AID 1794776; 78,000 compounds, 9% hits; active means growth percent below 10
* hit, by the source's call; & = joins results of further samples; [ ] = another dose, or the depositor's remark.

SMILES	HL-60(TB)
CC[C@H](C)[C@H](NC(=O)C12CC(NC(C)=O)(C1)C2)C(=O)N(C)[C@H](C[C@@H](OC(C)=O)c1nc(C(=O)N[C@@H](Cc2ccccc2)C[C@H](C)C(=O)OC)cs1)C(C)C	-10.1*
COc1cc(/C=C2\CCCC3=C2N=C2SC(C)=CN2C3c2cc(OC)c(OC)c(OC)c2)cc(OC)c1OC (configuration not stated)	-11.9*
CSc1cccc(NP2(=O)OCC(C)([N+](=O)[O-])CO2)c1 (configuration not stated)	33.1
Cc1ccc(S(=O)(=O)N=S(C)C)cc1	86.6
O=[N+]([O-])c1cnc2ccccc2c1N[C@@H](CO)c1ccccc1	106.0
CCCCCOc1ccc(/C=N/Nc2cc(C)nc3ccc(Br)cc23)cc1	-2.5*
C=C(C)[C@@H]1CC[C@]2(COC(=O)CCC(=O)NN)CC[C@]3(C)[C@H](CC[C@@H]4[C@@]5(C)CC[C@H](OC(C)=O)C(C)(C)[C@@H]5CC[C@]43C)[C@@H]12	101.6
O=C(/C=C/c1cc2ccccc2[nH]c1=O)c1ccc2c(c1)OCO2	79.0
CC(C)(C)OC[C@@H]1N=C(c2ccc(Br)cc2)Nc2nc3ccccn3c2C1=O	33.1
Clc1cc(Cl)c2c(c1)C=C1CCCC3=Cc4cc(Cl)cc(Cl)c4OC13O2	87.7
FC(F)(F)C(F)(F)c1nc2nc(Cl)c(Cl)nc2[nH]1	103.7
O=C(O)c1cc(S(=O)(=O)O)ccc1O	89.3
Cc1ccc(N[C@H]2[C@H]3OC(C)(C)O[C@H]3[C@@H](C3COC(C)(C)O3)O[P@]2(=O)c2ccccc2)cc1 (some centres not stated)	125.5
COc1cccc(-c2cc(-c3cccc(Cl)c3)c(C#N)c(=O)[nH]2)c1	36.2
COc1ccc(N2CCN(c3ncnc4c3c(C)nn4-c3ccc(F)cc3)CC2)cc1	88.2
CCOP(=O)(OCC)C(NC(=O)Cc1ccccc1)C(=O)N1CCC(O)CC1 (configuration not stated)	107.4
O=C(Nc1cccc([N+](=O)[O-])c1)N1CCCC1	95.6
CC1CN(Cc2ccccc2)C(=S)N(c2ccccc2)C1=O (configuration not stated)	94.8
CCN(CC)CC(O)c1ccc2ccc3ccccc3c2c1 (configuration not stated)	117.9
CN1CCC[C@H]1c1cccnc1	97.8

Part of the list above in order of count of non-hydrogen atoms, smallest number first.
SMILES	HL-60(TB)
CC1CN(Cc2ccccc2)C(=S)N(c2ccccc2)C1=O (configuration not stated)	94.8
CC(C)(C)OC[C@@H]1N=C(c2ccc(Br)cc2)Nc2nc3ccccn3c2C1=O	33.1
C=C(C)[C@@H]1CC[C@]2(COC(=O)CCC(=O)NN)CC[C@]3(C)[C@H](CC[C@@H]4[C@@]5(C)CC[C@H](OC(C)=O)C(C)(C)[C@@H]5CC[C@]43C)[C@@H]12	101.6

Back to the main list, starting three compounds before the break.
SMILES	HL-60(TB)
CC1CN(Cc2ccccc2)C(=S)N(c2ccccc2)C1=O (configuration not stated)	94.8
CCN(CC)CC(O)c1ccc2ccc3ccccc3c2c1 (configuration not stated)	117.9
CN1CCC[C@H]1c1cccnc1	97.8
C[C@]12CC[C@H]3[C@@H](CC=C4C[C@@H](O)CC[C@@]43C)[C@@H]1C[C@H](O)C2	91.3
CS(=O)(=O)c1ccccc1	98.5
C[C@H]1C=C(C[C@H](O)CC#CC#CCCCCC[C@@H](O)[C@H]2CCC(=O)O2)C(=O)O1	103.4
O=C(CCl)OCCCOCCCOc1ccccc1	102.5
O=C(O)/C=C/C(=O)Nc1ccccc1	100.3&92.7
FC(F)(F)c1cc(NC2=NCCN=C(Nc3cc(C(F)(F)F)cc(C(F)(F)F)c3)SS2)cc(C(F)(F)F)c1	52.9
Cc1ccc(-c2nc(SCC(=O)c3ccccc3)c(S(=O)(=O)c3ccccc3)[nH]2)cc1	95.1
COCCOC(=O)NC(=O)Nc1ccc(C(=O)c2ccc(Cl)cc2)cc1	-13.3*
c1ccc(-c2nc(-c3ccccc3)nc(-c3ccccc3)n2)cc1	93.9
COc1ccc(Cc2nnc(SCC(=O)Nc3ccc(Cl)cc3)n2Cc2ccccc2)cc1	99.9
Cc1ccc2nc(Cl)c(-c3nc4ccccc4o3)cc2c1	94.4
c1ccc(C2OCC(C3OC(c4ccccc4)OC4COC(c5ccccc5)OC43)O2)cc1 (configuration not stated)	103.9
O=c1oc(NC2CCCCC2)c(N(Cc2ccccc2)Cc2ccccc2)c2ccccc12	103.2
COc1cc(NC(C)CCCN)c2nc(C)ccc2c1OC (configuration not stated)	-12.2*
Cc1[nH]c(C2CC(c3cccs3)=NN2C(=O)C2CCC2)c(C)c1C(=O)NCC(F)(F)F (configuration not stated)	107.0
O=C(O)C1(Nc2ccccc2)CCCC1	101.9&99.1
Fc1ccc2c(c1)c(-c1nc(-c3c[nH]c4ncccc34)cs1)cn2CCCN1CCCCC1	24.2
O=C(O)CCCCCNCCC(=O)O	88.1
O=C(C[n+]1cccc2ccccc21)c1ccc2ccccc2c1	95.9
O=C(CSc1nnc(-c2cccs2)n1-c1ccccc1)Nc1ccc(C(=O)O)cc1	99.4
CCCCC(C)NC=O (configuration not stated)	93.5
N#Cc1nc(C(c2ccccc2)c2ccccc2)oc1N1CCN(c2ccc(F)cc2)CC1	70.9
Cc1cc(NS(=O)(=O)c2ccc(N=Nc3c(N)nc(N)nc3N)cc2)nc(C)n1	112.0
C#Cc1cccc(NC(=O)Nc2cccc(NS(=O)(=O)F)c2)c1	72.4[8.25 µM]
N#Cc1c(-c2cc(=O)oc3ccc(Cl)cc23)cc(-c2ccccc2)nc1N	84.9
O=c1[nH]c2ccccc2c(O)c1C(c1ccc(Cl)cc1)c1c(O)c2ccccc2[nH]c1=O	106.7
C#Cc1ccccc1NC(=O)c1sc2nc3c(cc2c1N)CCCCCC3	92.7
COc1ccccc1N/N=C/c1ccc([N+](=O)[O-])cc1	80.1
CC(C(=O)c1c([O-])on[n+]1-c1ccccc1)n1cnnc1 (configuration not stated)	109.1
CCCCCN(C)CCC(O)(P(=O)(O)O)P(=O)(O)O	130.2
CCCCCNC1C2[N+]3=c4c5c(c(O)c6c4=C(C=N6)CC3)NCCC51C(O)C(Br)C2(O)O (configuration not stated)	95.9
Nc1n[nH]c2cccc(C#Cc3cccc(NC(=O)c4cccc(C(F)(F)F)c4)c3)c12	9.2*
O=C1CC(N2C(=O)CSC2=S)C(=O)N1c1ccc(O)cc1 (configuration not stated)	100.5
COC1OC2COC(c3ccccc3)OC2C(N)C1O (configuration not stated)	108.9
COc1ccc(C(=O)NC(=O)Nc2ccc3c(c2)NC(=O)/C3=C\c2[nH]c(C)c(CC(=O)O)c2C)cc1	96.8
COc1ccc(CSc2nc3cc(OC)c(OC)cc3c(=O)n2-c2ccccc2)cc1	98.8
O=C1CCc2ccc(OCc3cn(Cc4cc(=O)oc5c4ccc4ccccc45)nn3)cc2N1	102.4
Nc1ccccc1-c1nnc(CCC(=O)c2nc3ccccc3[nH]2)o1	78.9
COc1ccc(C(=O)Cn2c(=O)cc(C#N)c3c4cccnc4ccc32)cc1	88.0
CCOC(=O)c1c(C)nc2c(c1N)/C(=C/c1ccc(OC)cc1)C(=O)N2Cc1ccccc1	45.8
COc1ccc2[nH]c(O)c(/C=c3/cc4c(c(-c5ccc(F)c(OC)c5)n3)=Nc3ccccc3-4)c2c1	47.0
COc1cc(/C=N/c2oc(-c3ccccc3)c(-c3ccccc3)c2C#N)cc(CN2CCN(C)CC2)c1O	97.5
O=C1/C(=C/c2cccs2)SC(=S)N1C1c2ccccc2Oc2ccccc21	71.5
C=C(CN1CC=CCC1)[C@@H]1CC[C@]2(C(=O)O)CC[C@]3(C)[C@H](CC[C@@H]4[C@@]5(C)CC[C@H](OC(C)=O)C(C)(C)[C@@H]5CC[C@]43C)[C@@H]12	75.8
Cc1ccc(-c2csc3nc(C)c(CCNc4ccc(S(=O)(=O)N=C(N)N)cc4)c(=O)n23)cc1	123.6
COc1ccc(Cc2cc(-c3ccccc3)nn(CC(=O)c3ccccc3)c2=O)cc1OC	96.6
O=[N+]([O-])CC(c1ccccc1Cl)c1c[nH]c2ccccc12 (configuration not stated)	87.0
Cc1ccc(OCc2ccccc2Br)cc1	48.4
CCC1(CC)NC(=O)c2c(c3ccc(Cl)c(Cl)c3n2C)C1C#N (configuration not stated)	91.3
O=C(c1c[nH]c2ccccc12)c1n[nH]c(=S)n1-c1cccc(Br)c1	88.8
Cc1cc(O)c([N+](=O)[O-])c(C)c1Cl	99.6
O=C1C(=Cc2cn(Cc3ccccc3)c3ccccc23)C(=O)N(Cc2ccccc2)C(=O)N1Cc1ccccc1	96.4
NS(=O)(=O)c1ccc(N=Nc2c(O)[nH]c3c(F)cccc23)cc1	98.8
O=C(O)c1ccc2c(c1)C(=O)N(CCc1ccccc1)C2=O	95.6
CCC(=O)N/N=C/C=N/NC(=O)c1ccncc1	104.6
COC(=O)c1ccc(NC(N)=NCCC(C)(C)c2ccc(C(F)(F)F)cc2)nc1	-41.4*
COCCOCn1c(NN(C)C)c(C#N)c2c(N)ncnc21	75.8
COC(=O)C1CCCC2(C1)OCCO2 (configuration not stated)	100.1
CC(C)(C)Nc1c(-c2c3ccccc3cc3ccccc23)nc2ccccn12	74.4
CCN(CC)CCNc1ccc(C)c2sc3cc(C)ccc3c(=O)c12	64.1

(cont.)
SMILES	HL-60(TB)
O=C1c2ccccc2C(=O)c2c1cccc2-n1nnc2ccccc21	82.1
CC(C)CNCC(O)Cc1ccccc1 (configuration not stated)	80.1
COC(=O)N/N=C/c1coc2ccc(Cl)cc2c1=O	105.4
Cc1nn(-c2ccccc2)c(-n2ccnc2)c1/C=N/NC(N)=S	106.5
CC(C)NCCCCCNc1cc(O)cc2cccnc12	-43.6*
CC(C)[C@H](CO)Nc1nc(Nc2ccc(C(=O)NCCNS(=O)(=O)c3cccc4c(N(C)C)cccc34)c(Cl)c2)c2ncn(C(C)C)c2n1	-36.7*
O=[N+]([O-])c1cccc(C2Nc3nc4ccccc4nc3-c3c2sc2c(F)cccc32)c1 (configuration not stated)	81.3
CCCCCCCCC(=O)NCc1ccc(O)c(OC)c1	90.1&64.6
COC(=O)/C(CCC=C(C)C)=C1\[C@@H](OC(C)=O)C[C@@]2(C)[C@H]1CC(=O)N[C@H]1[C@@]3(C)CCNC(=O)[C@@H](C)[C@@H]3CC[C@@]12C	102.3
CCCCCCCCOC(=O)c1cc(O)c(O)c(O)c1	32.5
O=C(CCl)Nc1ccc2c(c1)C(=O)c1ccccc1C2=O	12.7
CCC(C)[C@H](NC(=O)[C@H](CC(=O)O)NC(=O)[C@@H](NC(=O)[C@@H](NC(=O)[C@H](Cc1c[nH]c2ccccc12)NC(=O)[C@H](Cc1cnc[nH]1)NC(=O)[C@@H](N)CO)C(C)(C)C)C1CCCCC1)C(=O)O (some centres not stated)	106.4
CC(C)(C)c1cccc(C(=O)O)c1	106.8
COc1cccc(-c2cn3cc(Cl)sc3n2)c1	72.3
Cc1ccc(/C=C(\C#N)c2cc3ccccc3[nH]2)cc1	22.8
CN1CCN(C(=O)CSc2nnc(Cn3c(C(F)(F)F)nc4ccccc43)o2)CC1	102.0
O=C(CCCCCSc1nc(-c2ccc(Cl)cc2)cc(-c2ccc(Cl)cc2)n1)NO	12.2
CC(C)(C)N1CC(OC(N)=O)C1	110.0
COc1cc(N=Nc2ccc(C)cc2S(N)(=O)=O)c(C)cc1N	73.5
Cc1ccccc1-n1c(C)nc2c(c(C)nn2-c2ccccc2)c1=O	79.3
NCCNc1nc2ccccc2c2c(=O)c3cccc(F)c3sc12	53.0
O=C(c1nc2ccccc2[nH]1)C1C(c2ccc(F)cc2)C2CC3CCCCC3N2[C@@]12C(=O)Nc1ccc(Cl)cc12 (some centres not stated)	33.2
COc1cc(-c2nc3ccc(C(=O)NN4C(=O)c5ccc(C(=O)O)cc5C4=O)cc3[nH]2)cc(OC)c1OC	88.9
CN(C)c1ccc2cc(S(=O)(=O)O)cc(O)c2c1	140.9

Looked up above:
Reading for CCCCCOc1ccc(/C=N/Nc2cc(C)nc3ccc(Br)cc23)cc1 under HL-60(TB): -2.5*
Reading for COC(=O)c1ccc(NC(N)=NCCC(C)(C)c2ccc(C(F)(F)F)cc2)nc1 under HL-60(TB): -41.4*
Reading for COCCOCn1c(NN(C)C)c(C#N)c2c(N)ncnc21 under HL-60(TB): 75.8
Reading for COc1ccc(N2CCN(c3ncnc4c3c(C)nn4-c3ccc(F)cc3)CC2)cc1 under HL-60(TB): 88.2
Reading for COc1ccc(CSc2nc3cc(OC)c(OC)cc3c(=O)n2-c2ccccc2)cc1 under HL-60(TB): 98.8
Reading for Cc1ccc(S(=O)(=O)N=S(C)C)cc1 under HL-60(TB): 86.6

Source: PubChem BioAssay

Only part of the results is shown, so the mix of outcomes need not match the whole.
